# MsrA inhibitor: bovine MsrA inhibition | purified bovine MsrA, absorbance read-out | inhibition, % at 15.5 µM | hit rate 0.75% among 360,000 | AID 651718; in the data active means inhibition above about 4.5%;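 further: 0% = vehicle wells with enzyme and 100% = reference inhibitor wells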
# SUMO1 PPI mod: SUMO1-SIM interaction modulation. P63165. SUMO1 binding to a labelled peptide, TR-FRET, 1 h. inhibition, % at 20 µM. hit rate 0.33% among 360,000. AID 602429; in the data active means inhibition above about 37%
# Target sequence (P63165 whole entry, looked up): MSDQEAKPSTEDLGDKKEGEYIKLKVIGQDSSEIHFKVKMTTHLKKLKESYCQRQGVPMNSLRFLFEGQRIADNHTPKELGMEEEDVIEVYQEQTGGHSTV
# LMPTP inh: blocks human LMPTP phosphatase. hit rate 0.22% among 360,000. AID 651560. inhibition, % at 20 µM. P24666. recombinant LMPTP-A, OMFP fluorogenic substrate, fluorescence intensity;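 active means compounds that cut the enzyme signal by at least half of the control window in the single-dose screen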;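 further: plate controls were DMSO wells with enzyme plus substrate for no effect and substrate without enzyme for full effect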
# Target sequence (P24666 whole entry, looked up): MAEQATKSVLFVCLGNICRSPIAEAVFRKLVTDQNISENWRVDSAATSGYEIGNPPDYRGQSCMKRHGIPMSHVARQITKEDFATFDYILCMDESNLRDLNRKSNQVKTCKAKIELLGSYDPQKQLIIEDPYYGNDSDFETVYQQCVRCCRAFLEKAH
#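 Test system – LMPTP-A phosphatase enzyme · Quantity – 0.625 nM LMPTP-A final · Reagent – OMFP substrate, 400 µM final · Dosing – one test concentration per compound, 20 µM, with 3% DMSO overall · Timing – 50 min enzyme reaction at room temperature, protected from light · Detection – fluorescence intensity · Controls – substrate-only low control, DMSO enzyme-plus-substrate high control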
# bovine MsrA act: bovine methionine sulfoxide reductase A activation | purified bovine MsrA, absorbance read-out | hit rate 0.3% among 360,000 | activation, % at 10.6 µM | AID 602163; in the data active means activation above about 7.5%;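 further: 0% = vehicle and 100% = reference activator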
# Scp1 inh: Scp-1 (human) phosphatase inhibition. hit rate 0.88% among 340,000. Q9GZU7. inhibition, % at 20 µM. Recombinant Scp1, phosphopeptide, malachite green phosphate absorbance;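 active means inhibition above about 50% at 20 µM, limit read from the data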;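 further: plate controls were DMSO wells with enzyme for no effect and wells lacking enzyme for full effect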
#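 assay system = SCP-1 phosphatase catalytic domain, residues 76-261 | buffer or medium = 50 mM Tris acetate pH 5.5, 0.005% Tween-20, 10 mM MgCl2 | incubation = enzyme reaction 45 min at room temperature, colour 5 min, stabilisation 30 min | signal = Phosphate-binding colour reagent, absorbance read at 630 nm | measure = % inhibition at 20 µM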
# TbMetRS inhib: blocks T. brucei methionyl-tRNA synthetase activity; purified T. brucei MetRS, ATP depletion, Kinase-Glo luminescence; inhibition, % at 11.9 µM; hit rate 0.4% among 360,000; AID 624268;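 active means inhibition above a per-plate cutoff of the control wells' mean inhibition plus 3 SD, cut at about 5.5% in these data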;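 further: 0% = DMSO wells median and 100% = median of wells with control inhibitor compound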
#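 Test system: purified T. brucei MetRS enzyme. Also added: ATP, methionine and E. coli bulk tRNA substrates. Compound: 11.9 µM single point. Schedule: 15 min enzyme-compound preincubation, 2 h reaction, 10 min detection, 25 °C. Signal: luciferase luminescence of residual ATP, Kinase-Glo. Evaluation: percent inhibition versus plate control medians. Controls: DMSO wells, low control.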
# STEP block: STEP (human) phosphatase inhibition; P54829; recombinant STEP, OMFP fluorogenic substrate, fluorescence; inhibition, % at 20 µM; hit rate 0.25% among 360,000; AID 588621;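 active means inhibition at 20 µM, scaled per plate between control wells, above about 37%, limit read from the data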;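 further: 0% = DMSO with enzyme and substrate and 100% = substrate only without enzyme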
#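 System: STEP (striatal-enriched tyrosine phosphatase) enzyme, cell-free; medium: Bis-Tris pH 6.0 buffer with DTT, detergent; dosing: 20 µM, 1% DMSO; times: reaction 20 min, ambient temperature; detection: fluorescence, 480/540 nm; read-out basis: normalized % inhibition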
# DNMT1 block: DNMT1 (human) enzyme inhibition. hit rate 0.83% among 360,000. inhibition (reported as % activation of signal), % at 10 µM. DNMT1 molecular beacon, Hinp1I cleavage, fluorescence. P26358; in the data active means inhibition above about 50%
# E coli Lon inh: E. coli protease La inhibition; inhibition, % at 7.94 µM; P0A9M0; hit rate 0.42% among 360,000; purified E. coli Lon protease, fluorescence polarization; AID 602123; in the data active means inhibition above about 13%, passing the limit was not always enough;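 further: 0% = enzyme with probe and DMSO and 100% = no enzyme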
# Target sequence (P0A9M0 whole entry, looked up): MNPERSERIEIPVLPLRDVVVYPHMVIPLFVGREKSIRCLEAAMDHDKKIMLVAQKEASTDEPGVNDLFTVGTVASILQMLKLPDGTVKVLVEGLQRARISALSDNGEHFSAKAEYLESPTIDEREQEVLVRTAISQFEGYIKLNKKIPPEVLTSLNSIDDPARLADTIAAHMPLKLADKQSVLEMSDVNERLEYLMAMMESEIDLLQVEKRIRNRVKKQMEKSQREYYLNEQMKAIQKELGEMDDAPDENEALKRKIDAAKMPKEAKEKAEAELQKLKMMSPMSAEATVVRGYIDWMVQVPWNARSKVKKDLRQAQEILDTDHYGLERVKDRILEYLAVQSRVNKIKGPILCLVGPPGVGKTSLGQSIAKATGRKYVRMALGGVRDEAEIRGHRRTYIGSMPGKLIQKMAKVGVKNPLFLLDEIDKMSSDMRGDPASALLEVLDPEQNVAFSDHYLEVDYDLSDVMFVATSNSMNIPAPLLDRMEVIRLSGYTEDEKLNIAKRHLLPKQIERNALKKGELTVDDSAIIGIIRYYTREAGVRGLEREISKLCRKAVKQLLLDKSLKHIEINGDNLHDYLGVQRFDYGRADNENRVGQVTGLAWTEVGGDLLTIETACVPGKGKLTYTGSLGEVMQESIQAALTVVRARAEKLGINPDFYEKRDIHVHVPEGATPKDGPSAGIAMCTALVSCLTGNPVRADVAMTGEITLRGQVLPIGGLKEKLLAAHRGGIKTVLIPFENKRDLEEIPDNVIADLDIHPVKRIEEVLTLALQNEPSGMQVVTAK
# CendR NRP1 mod: NRP-1/CendR interaction modulation; O14786; FAM-RPARPAR peptide binding to NRP-1, fluorescence polarization; inhibition, % at 25 µM; hit rate 0.85% among 360,000; AID 602438;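 active means inhibition or corrected inhibition above about 18%, plus a signal ratio from 0.5 to 1.5, limit read from the data, passing the limit was not always enough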; further: strong numbers were not always called active
# Numbers without * were called inactive; . = no result given.
# The first five compounds, to show the layout:
SMILES,MsrA inhibitor,SUMO1 PPI mod,LMPTP inh,bovine MsrA act,Scp1 inh,TbMetRS inhib,STEP block,DNMT1 block,E coli Lon inh,CendR NRP1 mod
Cc1ccc(-c2nc3c(c(=O)[nH]c(=O)n3Cc3ccccc3)n2C)o1,2.0,0,9.9,-5,27,-0.4,2,70*,-1,-21
CCOC(=O)c1c(S(=O)(=O)NC2CCN(C(=O)OCC)CC2)c(C)n(C)c1C,-0.5,-1,-1.0,-5,2,0.3,-2,-2,-10,9
CCCN(C)C1CN(Cc2cn(Cc3ccccc3)nn2)S(=O)(=O)C1 (stereo not drawn),0.7,1,0.4,-2,.,0.6,.,.,-8,-4
CCC(=O)N1CCc2cc(S(=O)(=O)NC(Cc3ccccc3)C(=O)O)ccc21 (stereo not drawn),-0.6,-1,-1.9,-5,-2,-0.7,0,0,-7,0
COc1cccc(NC(=O)COC(=O)C2CC3CCCC(C2)C3=O)c1 (stereo not drawn),0.5,-1,-0.5,-3,-8,-0.5,-1,-4,7,-9

# Main list, from the first entry:
SMILES,MsrA inhibitor,SUMO1 PPI mod,LMPTP inh,bovine MsrA act,Scp1 inh,TbMetRS inhib,STEP block,DNMT1 block,E coli Lon inh,CendR NRP1 mod
Cc1ccc(-c2nc3c(c(=O)[nH]c(=O)n3Cc3ccccc3)n2C)o1,2.0,0,9.9,-5,27,-0.4,2,70*,-1,-21
CCOC(=O)c1c(S(=O)(=O)NC2CCN(C(=O)OCC)CC2)c(C)n(C)c1C,-0.5,-1,-1.0,-5,2,0.3,-2,-2,-10,9
CCCN(C)C1CN(Cc2cn(Cc3ccccc3)nn2)S(=O)(=O)C1 (stereo not drawn),0.7,1,0.4,-2,.,0.6,.,.,-8,-4
CCC(=O)N1CCc2cc(S(=O)(=O)NC(Cc3ccccc3)C(=O)O)ccc21 (stereo not drawn),-0.6,-1,-1.9,-5,-2,-0.7,0,0,-7,0
COc1cccc(NC(=O)COC(=O)C2CC3CCCC(C2)C3=O)c1 (stereo not drawn),0.5,-1,-0.5,-3,-8,-0.5,-1,-4,7,-9
CCCN(CCC)CCCNC(=O)c1cn(-c2ccc(OC)cc2)c(=O)c2ccccc12,-0.4,-3,0.0,-1,-7,0.5,2,0,1,8
CC(O)c1cc2c(cc1NC(=O)c1cnn3c1NC(c1ccco1)CC3C(F)(F)F)OCO2 (stereo not drawn),-1.0,-5,-1.4,-3,-9,0.4,1,-5,-4,-2
Cc1ccnc2nc(C(=O)Nc3nnc(-c4ccc(Cl)cc4)o3)nn12,0.9,14,-0.1,-1,31,0.3,2,17,-10,-12
O=C(Cn1ccc2ccccc2c1=O)N1CCN(c2cccc(Cl)c2)CC1,1.4,2,-0.1,-2,-1,-0.7,2,0,-8,2
O=C(NCCc1nc2ccccc2[nH]1)c1ccc(Br)o1,0.8,2,1.4,0,61*,1.8,1,-2,-11,11
c1ccc(CSc2nnnn2-c2ccc3c(c2)OCCO3)nc1,2.0,3,0.1,0,-7,-0.4,0,-3,30*,-3
COc1ccc(CNC(=O)C(c2ccco2)N(C(=O)c2snc(C(N)=O)c2N)c2ccccc2OC)cc1 (stereo not drawn),0.8,0,1.2,-2,3,-0.4,3,-4,-1,1
COC(=O)c1sccc1NC(=O)/C=C/c1c(Cl)cccc1Cl,0.1,-4,2.2,-3,-5,-1.0,4,-5,3,-18
O=C(CSc1nc2ccccc2c(=O)[nH]1)Nc1ccccc1C(F)(F)F,0.0,-5,0.8,-4,-7,0.3,11,0,-2,9
CC[C@@]1(C(=O)OC)N[C@H](CN(C)C(=O)c2ccc(C(C)(C)C)cc2)[C@@H]2C(=O)N(Cc3ccccc3)C(=O)[C@@H]21,-0.1,0,0.6,1,4,-1.3,2,-2,-9,-4

# Random excerpt: 2 records from the list.
SMILES,MsrA inhibitor,SUMO1 PPI mod,LMPTP inh,bovine MsrA act,Scp1 inh,TbMetRS inhib,STEP block,DNMT1 block,E coli Lon inh,CendR NRP1 mod
COc1cccc(NC(=O)COC(=O)C2CC3CCCC(C2)C3=O)c1 (stereo not drawn),0.5,-1,-0.5,-3,-8,-0.5,-1,-4,7,-9
CC(O)c1cc2c(cc1NC(=O)c1cnn3c1NC(c1ccco1)CC3C(F)(F)F)OCO2 (stereo not drawn),-1.0,-5,-1.4,-3,-9,0.4,1,-5,-4,-2

# (next part)
SMILES,MsrA inhibitor,SUMO1 PPI mod,LMPTP inh,bovine MsrA act,Scp1 inh,TbMetRS inhib,STEP block,DNMT1 block,E coli Lon inh,CendR NRP1 mod
C=CCN1C(c2ccc(OCC)cc2)=CS/C1=C(\C#N)c1nnc2n1CCCCC2,2.0,-1,0.3,-4,0,-0.8,2,1,-4,-5
COc1ccc(-c2cc3nc4n(c(=O)c3s2)CCCCC4)cc1,1.6,-27,3.0,-5,1,0.1,2,-3,-1,2
CN(C)C(=O)/C(=C\c1ccc(-c2cccc([N+](=O)[O-])c2)o1)NC(=O)c1ccccc1,2.9,-11,-1.2,-2,-11,0.6,4,-1,2,4
Cc1nn(-c2ccc(N3CCCCC3)nn2)c(C)c1CCC(=O)Nc1cccc(F)c1,0.9,-8,0.3,-3,-5,-0.2,-2,1,2,7
O=C(O)CCC(=O)N1CCCC1,-0.5,1,-2.4,-1,-5,-0.1,-3,3,4,6
CC(C)OC(=O)/C(C#N)=C/c1cn(C)c2ccccc12,0.6,-25,3.0,-2,-17,0.9,5,1,-5,-8
CCOC(=O)CNC(=O)CSc1nnc(-c2cccc(OC)c2)n1CC,1.1,1,-2.1,-2,-2,-1.1,-1,-1,0,-2
COc1ccc(CC(=O)NCc2n[nH]c(=S)n2-c2ccccc2)cc1,1.3,4,-0.8,2,-6,-0.5,-1,1,2,6
Nc1nnn(-c2ccccc2)c1-c1ccccc1,-0.9,3,-1.5,-7,4,-1.1,-3,-1,2,4
CCOC(=O)CN1C(=O)N[C@@H](c2ccccc2)[C@H](C(C)=O)[C@H]1C,1.3,2,-0.3,2,-9,-0.2,0,-3,0,25*
CC(C)C1C(=O)N(Cc2cn(CCC3OCCO3)nn2)CCS(=O)(=O)N1Cc1ccc(-c2ccccc2C(F)(F)F)cc1 (stereo not drawn),0.0,7,4.2,1,.,0.4,0,-23,-9,4
CN(CCO)c1ncnc2c1sc1nc(N3CCOCC3)c3c(c12)CCC3,2.0,10,2.5,-6,-3,-0.4,0,-3,0,-3
COCCNC(=O)CCC1CCN(Cc2cccc(-c3ccc(C)o3)c2)CC1,-0.6,-3,2.7,-2,-7,-0.3,3,-2,-23,-30
Cc1ccc(-c2nnc(/C=C/c3ccccc3)o2)cc1,1.0,-7,1.2,-4,-15,0.7,-1,8,-4,-2
CCCOC(=O)c1ccc(NC(=O)C(=O)NCCN(CC)CC)cc1,-0.4,3,-1.9,0,-8,1.1,-2,1,-2,0
O=C(O)c1ccc2c(c1)C(=O)N(NC(=O)c1ccc(O)cc1)C2=O,0.0,-8,-1.5,-2,-5,-0.6,-1,2,-10,8
O=C1CCN(C(=O)Nc2ccccc2Cl)N1,0.1,5,-2.1,-3,-9,-0.8,0,-3,-3,-12
CC(C)CCSc1nnc(Cn2c(=O)sc3ccccc32)n1C,1.5,0,-1.3,1,-4,0.6,4,1,-8,3
CC(C)NC(=O)Nc1ccc2c(c1)C(=O)N([C@H](C)CO)C[C@H](C)[C@@H](CN(C)Cc1ccc(C(F)(F)F)cc1)OCCCC[C@H](C)O2,-0.2,1,-1.6,-1,.,-1.2,1,-8,-6,-7
O=C(c1cc(-c2ccccc2)nc2ccccc12)N1CCN(C2CCS(=O)(=O)C2)CC1 (stereo not drawn),-0.1,-7,0.9,-1,-1,-0.4,-2,4,-10,5
CCN(CC(=O)Nc1ccccc1C(F)(F)F)C(=O)/C=C/c1ccc(Cl)c([N+](=O)[O-])c1,-0.8,0,0.1,-3,1,-0.2,2,3,-6,0
CCN1CCC(CNCc2cn(-c3ccc(OC)cc3)nc2-c2ccccc2Cl)C1 (stereo not drawn),-0.7,-2,-4.9,-1,-5,0.2,1,-1,10,4
COc1ccc(OC)c(CNC(=O)C2CCC(=O)N(CCCN3CCCC3=O)C2)c1 (stereo not drawn),0.7,-7,-1.5,-8,-2,-0.4,-1,-1,12,-2
CCCCOCCCNC(=O)C[C@@H]1C[C@@]2(C(=O)OC)CC(C)(C)CC=C2N(Cc2ccccc2)C1=O,-1.5,5,0.6,.,.,-0.6,.,.,.,2
CC(=O)Nc1sc(C)c(C)c1CN1CCN(Cc2ccccc2)CC1,-2.3,5,-1.3,-8,1,-0.6,1,3,11,18
O=C(CCC(=O)c1ccc(Oc2ccccc2)cc1)Nc1ccc(C(=O)O)cc1,0.3,15,1.8,-8,20,-1.0,2,-1,-2,-5
CN1CCC(OC(=O)c2ccco2)CC1,1.4,-3,-0.9,-3,-7,0.1,-2,2,0,-5
Cn1ncc2c(Nc3ccc(Cl)c(Cl)c3)ncnc21,0.3,13,0.7,-5,-8,3.3,-1,-5,-11,-5
O=C(NC1CCCCC1)c1ccccc1NC(=S)NC(=O)C1CC1,0.4,-3,-1.4,-6,-1,-0.9,0,4,-1,-12
COc1cccc(NS(=O)(=O)NC(=O)c2c[nH]c3ccccc23)c1,1.9,0,0.1,-4,25,0.3,-1,0,13,9
CC1CCCN(CCCN2C(=O)C3C(C(=O)Nc4ccc(Cl)cc4)C4C=CC3(O4)C2C(=O)NC2CCCCC2)C1 (stereo not drawn),-1.1,1,1.3,0,-5,-0.3,-1,2,13,14
O=C(Nc1ccc2c(c1)OCO2)c1ccc(Cl)cc1Cl,-0.8,3,0.7,-4,-10,0.2,0,0,-18,2
COc1ccccc1N1CCN(S(=O)(=O)c2ccc3c4c(cccc24)C(=O)N3)CC1,-0.6,-14,-0.3,-1,4,0.4,-4,-7,8,-4

# Full records, looked up by structure. Screens in order: MsrA inhibitor, SUMO1 PPI mod, LMPTP inh, bovine MsrA act, Scp1 inh, TbMetRS inhib, STEP block, DNMT1 block, E coli Lon inh, CendR NRP1 mod
# CC(=O)Nc1sc(C)c(C)c1CN1CCN(Cc2ccccc2)CC1 reads -2.3, 5, -1.3, -8, 1, -0.6, 1, 3, 11, 18
# Cn1ncc2c(Nc3ccc(Cl)c(Cl)c3)ncnc21 reads 0.3, 13, 0.7, -5, -8, 3.3, -1, -5, -11, -5
